# Nrf2 ARE act – qHTS of Nrf2 Activators; AREc32 ARE-luciferase reporter (MCF7-derived line), luminescence, 24 h; Potency, µM (doses to about 46.1 µM), without a hit: at the top dose activation, hits mostly activators; actives 0.31% (n = 410,000); further: potency means the concentration at half of the fitted maximal effect; % of control where 0% means no effect; nearly all actives have a fitted effect of over 65% in size
#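 Quantitative high-throughput format: AREc32 reporter cells, 1000 per well, received compound by pin transfer and were incubated 24 hr at 37 deg C, 5% CO2, before Steady-Glo luminescence detection.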
# HepG2 viability – qHTS for Inhibitors of TGF-b: Cytotox Counterscreen | HepG2 CAGA-GFP viability, ATP luminescence, 18 h | Potency, µM (highest dose often 46.1 µM), without a hit: top-dose activity change, negative = cytotoxicity, usual class: cytotoxic | actives 0.76% (n = 410,000) | AID 588856, 2011; further: potency means the concentration at half of the fitted maximal effect; some results filed as inactive show a strong effect at the top dose
#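 CellTiter-Glo luminescence gave cytotoxicity after 18 hours at 37 degrees C. The cells were HepG2 CAGA-GFP in 1% FBS DMEM, stimulated with 500 pg/mL TGF-beta after compound addition. %Activity was normalised to no-cell wells (complete cell-killing) and DMSO (no toxicity), and curves were fitted and classified.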
# TGFb SMAD3 inh – qHTS for Inhibitors of TGF-b | HepG2 CAGA-GFP TGF-b/SMAD3 reporter, GFP fluorescence, 18 h; TGF-beta stimulated, 500 pg/mL final | Potency, µM (titrated, usually from 46.1 µM), inactives show at the highest dose activity, negative = inhibition, usual class: inhibitors | actives 1.2% (n = 410,000); further: potency means the concentration at half of the fitted maximal effect; on the % scale 0 is the no-effect control and ±100 the full control effect; nearly all actives have a fitted effect of over 65% in size
#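 TGF-beta reporter screen: HEPG2 CAGA-GFP, 1% FBS, 500 pg/mL TGF-beta final, 18 h; per-cell GFP summed per well; curves fitted and categorized by class.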
# EPAC2 ag – qHTS for Agonist of cAMP-regulated guanine nucleotide exchange factor 4 (EPAC2): primary screen; Rap guanine nucleotide exchange factor 4 (Homo sapiens), Q8WZA2; EPAC2 activation, biochemical qHTS; response scale: 100% = 6.5 mM cAMP response; Potency, µM (doses to about 154 µM), for the others: at the top dose activation, hits mostly activators; actives 0.079% (n = 360,000); AID 720711, 2013; further: potency means the concentration at half of the fitted maximal effect; nearly all actives have a fitted effect of over 50% in size
# Target sequence (Q8WZA2 whole entry, looked up): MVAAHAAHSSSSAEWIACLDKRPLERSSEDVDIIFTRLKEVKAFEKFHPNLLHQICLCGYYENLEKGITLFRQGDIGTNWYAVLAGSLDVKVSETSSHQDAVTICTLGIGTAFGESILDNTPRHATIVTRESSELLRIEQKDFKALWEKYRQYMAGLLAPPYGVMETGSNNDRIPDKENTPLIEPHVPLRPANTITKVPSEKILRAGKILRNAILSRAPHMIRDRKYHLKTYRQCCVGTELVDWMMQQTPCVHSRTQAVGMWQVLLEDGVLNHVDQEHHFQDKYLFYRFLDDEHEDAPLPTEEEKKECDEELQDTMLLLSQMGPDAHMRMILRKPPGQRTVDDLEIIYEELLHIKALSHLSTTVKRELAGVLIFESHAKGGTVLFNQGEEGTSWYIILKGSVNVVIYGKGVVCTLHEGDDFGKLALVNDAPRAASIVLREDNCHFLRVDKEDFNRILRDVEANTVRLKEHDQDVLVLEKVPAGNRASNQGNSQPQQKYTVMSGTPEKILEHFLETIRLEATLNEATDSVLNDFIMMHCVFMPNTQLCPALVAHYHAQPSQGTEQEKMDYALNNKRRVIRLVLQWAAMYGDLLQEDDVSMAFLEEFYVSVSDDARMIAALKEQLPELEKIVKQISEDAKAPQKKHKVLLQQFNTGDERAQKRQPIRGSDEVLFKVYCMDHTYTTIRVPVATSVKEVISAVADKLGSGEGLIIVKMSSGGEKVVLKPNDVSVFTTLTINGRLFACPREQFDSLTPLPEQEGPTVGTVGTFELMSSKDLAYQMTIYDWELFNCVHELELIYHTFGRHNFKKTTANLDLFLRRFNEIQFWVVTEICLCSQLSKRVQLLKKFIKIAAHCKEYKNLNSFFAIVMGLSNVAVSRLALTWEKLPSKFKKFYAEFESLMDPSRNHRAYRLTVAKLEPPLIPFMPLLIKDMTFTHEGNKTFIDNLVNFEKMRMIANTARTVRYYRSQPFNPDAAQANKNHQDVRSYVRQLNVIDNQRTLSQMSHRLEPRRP
#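 Compounds were titrated in qHTS against a Rap1B-BODIPY-GDP (250 nM) complex with EPAC2 (100 nM) and GDP (50 uM). BODIPY-GDP release tracked at 480/540 nm over 30 min at room temperature, normalized to 6.5 mM cAMP.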
# Nrf2 inh – Nrf2 qHTS screen for inhibitors; A549 ARE-Fluc reporter, luciferase luminescence, 18-24 h; AID 504444, 2011; Potency, µM (series often up to 46 µM), without a hit: at the top dose activity change, negative = inhibition, actives largely listed as inhibitors; actives 2.1% (n = 360,000); further: potency means the concentration at half of the fitted maximal effect; on the % scale 0 is the no-effect control and ±100 the full control effect; nearly all actives have a fitted effect of over 60% in size
#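 Nrf2 function is reported as luminescence of an ARE-controlled luciferase in A549 cells. Compounds were tested at several concentrations, and a CellTiter-Fluor read on the same wells flagged cytotoxicity.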
# ATXN viability – Viability Counterscreen for Primary qHTS for Inhibitors of ATXN expression. S2 cells (HEK-293 line with an ATXN2-luciferase reporter) viability, CellTiter-Fluor protease fluorescence, 24 h. Potency, µM (series often up to 56.7 µM), usual class: cytotoxic. actives 0.49% (n = 400,000). AID 651635, 2014; further: potency means the concentration at half of the fitted maximal effect; nearly all actives have a fitted effect of over 40% in size
# A549 tox – Nrf2 qHTS screen for inhibitors: counterscreen for cytotoxicity. Potency, µM (titrated, usually from 46 µM), for the others: at the top dose activity change, negative = cytotoxicity, usual class: inhibitors. A549 ARE-Fluc cells, CellTiter-Fluor viability, 18-24 h. actives 0.16% (n = 390,000); further: potency means the concentration at half of the fitted maximal effect; on the % scale 0 is the no-effect control and ±100 the full control effect
#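 Cytotoxicity counterscreen: CellTiter-Fluor fluorescence was measured in A549 ARE_Fluc cells after 18-24 h of compound exposure in a concentration series. The subsequent BugLite luminescent read reports ARE-luciferase activity.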
# ATXN2 expr inh – Primary qHTS for Inhibitors of ATXN expression; HEK-293 ATXN2-luciferase reporter, luminescence, 24 h; Potency, µM (series often up to 57 µM), for the others: at the top dose activity change, negative = inhibition, actives largely listed as inhibitors; actives 0.72% (n = 360,000); further: potency means the concentration at half of the fitted maximal effect; on the % scale 0 is the no-effect control and ±100 the full control effect; nearly all actives have a fitted effect of over 55% in size
#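 ATXN2-luciferase reporter cells (luciferase flanked by upstream and downstream ATXN2 gene portions) were treated 24 h at 37 °C with compounds at up to 57 uM. SteadyGlo luminescence gave expression; GF-AFC fluorescence gave viability.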
# IL2 activator – qHTS of IL-2 Activators; AID 652025, 2013; activation, % (series mostly up to about 46 µM); actives 0.065% (n = 360,000); IL-2 activation reporter assay, cell-based qHTS; stimulated with anti-CD3/CD4/CD28 beads; in transgenic mouse T cells; in the data active means activation above about 50%; inconclusive means mostly about 30% to 49%; further: 0% is about no effect
#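 Unstimulated transgenic mouse T cells preincubated 60 min with compound, then stimulated with anti-CD3/anti-CD4-coated beads plus anti-CD28 for 18 h at 37 degrees C. IL-2 response read as EGFP and DsRed fluorescence by plate cytometry.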
# * hit, by the source's call; i = inactive; ? = inconclusive; · = not tested or not shown; & = joins results of further samples; [ ] = dose if it differs, or a comment. Unless noted, the call rests on the fitted dose curve; in most records, active means well fitted curve in the direction sought with a large enough effect; inconclusive means small, poorly fitted or top-dose-only effect, or another doubt; inactive means no such curve, though single readings can be large; an effect the other way counts as inactive or inconclusive. Compounds were not picked by outcome; 4.3% or so of the library scored in one or more.
SMILES,Nrf2 ARE act,HepG2 viability,TGFb SMAD3 inh,EPAC2 ag,Nrf2 inh,ATXN viability,A549 tox,ATXN2 expr inh,IL2 activator
Cc1ccc(NC(=O)Cn2nc(C)c3ccccc3c2=O)c(C)c1,-0.9%,-7%,-18%,1%,-21%,i,-6%,-5%,4.2
Cc1ccc(NS(=O)(=O)c2ccc3c(c2)CC(=O)N3)cc1Cl,1.3%,1%,?,·,7%,i,4%,-1%,·
COCCCNC(=O)c1cc(=O)n(Cc2ccc(Cl)cc2)c2ccccc12,0.2%,-1%,-23%,4%,-17%,i,-1%,4%,-1.6
Cc1ccc(-c2nn(-c3ccc(F)cc3)cc2C(=O)NCCCN2CCCC2=O)cc1,0.8%,-13%,?,8%,9%,i,-14%,3%,-0.9
COc1ccc(CN2C(=O)CCC2(C)c2nnnn2Cc2ccccc2)cc1 (configuration not stated),-0.6%,·,·,14%,·,i,·,6%,0.6
O=c1c2[nH]c3ccc(F)cc3c2ncn1C1CCCCC1,4.2%,-1%,-9%,6%,18%,i,-1%,7%,-0.4
Cc1cccc(CN2[C@H](CO)C=CS2(=O)=O)c1,0.5%,1%,1%,6%,·,i,·,6%,2.2
CC1(C)C/C(=C(/C#N)C(N)=O)CCO1,-0.1%,-2%,0%,5%,9%,i,-4%,9%,0.1
O=C(NCCSc1c[nH]c2ccccc12)c1c(F)cccc1F,-0.8%,-32%,-2%,9%,-26%,?,0%,-6%,-0.2
Cc1[nH]n(C)c(=O)c1[N+](=O)[O-],-1.6%,-13%,-12%,2%,3%,i,1%,-1%,8.2
COc1ccc(NC(=O)C(=O)NCCc2ccccc2)cc1OC,-0.3%,2%,-4%,·,8%,i,-9%,-2%,·
CCN(CC)S(=O)(=O)c1ccc(N2CCOCC2)c(NC(=O)c2ccc(N3CCCC3=O)cc2)c1,0.8%,25%,-7%,2%,-24%,i,7%,-19%,-0.6
C/C(=N\NC(=O)c1cccnc1)c1ccc(-c2ccccc2)cc1,0.6%,-1%,-3%,12%,12%,i,1%,-10%,-1.3
CCN(CC(=O)Nc1c(F)cccc1F)C(=O)c1ccc(Sc2nncn2C)c([N+](=O)[O-])c1,0.4%,4%,6%,6%,-4%,i,0%,10%,0.4
COc1ccccc1NS(=O)(=O)c1cccc(C(=O)N2CCN(Cc3ccc4c(c3)OCO4)CC2)c1,3.4%,-12%,-26%,15%,6%,i,5%,8%,-4.8
O=C(NCc1cc(Cl)cc(Cl)c1)c1ccc2nc(COCCO)[nH]c2c1,-0.8%,8%,-1%,1%,·,i,·,-8%,-0.1
CCOc1ccc2nc(N3CCC(C(=O)Nc4c(C)cccc4C)CC3)sc2c1,3.7%,-10%,6%,·,-3%,·,-10%,·,·
CCc1c(C)sc2c1CCN(C(=O)Nc1cc(C)ccc1C)C2c1ccc(OC)cc1 (configuration not stated),7.7%,-33%,3%,·,·,?,-1%,-17%,·
COc1ccc(CNC(=O)C(=O)c2cn(CC(=O)N3CCOCC3)c3ccccc23)cc1,3.5%,-3%,4%,-1%,22%,i,0%,·,-0.6
Nc1nc(NC(=O)c2cccc(S(=O)(=O)N3CCCCCC3)c2)nc(-c2ccccc2)n1,7.6%,-52%,-21%,-2%,?,i,?,-17%,0.2
COC(=O)C(NC(C)=O)(Nc1ccc(Br)cn1)C(F)(F)F (configuration not stated),-0.8%,-1%,9%,0%[15.6 µM],-5%,i,-2%,0%,0.2
C/C(=N/NC(N)=S)c1ccc(Br)s1,12%,-17%,?,-1%,?,?,-4%,-34%,0.0
COc1ccc(C(=O)NC2c3ccccc3-c3ccccc32)cc1,0.6%,-2%,-5%,8%,-19%,i,0%,·,0.3
Cc1ccc(N2C(=O)CSC23C(=O)N(CC(=O)NCCc2ccccc2)c2ccccc23)cc1C (configuration not stated),1.1%,-12%,-4%,·,?,i,-20%,-17%,·
Cc1csc2ncnc(NNC(=O)c3ccc(Cl)cc3)c12,-0.1%,-51%,?,13%,21µM*,?,-17%,?,-4.3

# (list continues)
SMILES,Nrf2 ARE act,HepG2 viability,TGFb SMAD3 inh,EPAC2 ag,Nrf2 inh,ATXN viability,A549 tox,ATXN2 expr inh,IL2 activator
COc1ccccc1OCCC(=O)N1CCN(c2ccccc2OC)CC1,2.6%,-11%,-3%,2%,-2%,i,5%,14%,2.5
COc1ccc(CCNC(=O)C(=O)N2CCCC2)cc1OC,0.0%,-39%,3%,8%,1%,i,-3%,-13%,0.3
CC(=O)Nc1ccc(NC(=O)C(C)Sc2n[nH]c(=O)n2Cc2ccccc2)cc1 (configuration not stated),-0.7%,1%,14%,0%,5%,i,5%,10%,4.6
COC(=O)c1sccc1S(=O)(=O)N1CCN(c2ccccc2OC)CC1,1.8%,-4%,3%,·,15%,i,-1%,0%,·
N#CC1(NC(=O)CSc2nnc(Cc3ccccc3)o2)CCCCC1,-0.3%,-23%,-14%,12%,-16%,i,-1%,·,0.7
Cc1cccc(N2CC(C(=O)Nc3nnc(SCCN4CCOCC4)s3)CC2=O)c1 (configuration not stated),0.5%,3%,7%,11%,1%,i,1%,-3%,0.9
CCN(CC(=O)NCc1ccc(Cl)cc1)C(=O)c1cccc(S(=O)(=O)Nc2ccc(OC)cc2)c1,2.6%,-18%,0%,-7%,?,i,-16%,-5%,-2.7
Cc1ccc(OCc2nc(-c3ccc(Cl)cc3)n[nH]2)cc1,2.8%,-20%,0%,-1%,·,i,8%,7%,-3.0
O=C1CC(c2cccc([N+](=O)[O-])c2)c2c(ccc3ccccc23)N1 (configuration not stated),-0.3%,-6%,?,-2%,?,i,-18%,-19%,-2.7
Cc1cc(C)n2nc(-c3ccc(F)cc3)nc2n1,?,-11%,13%,10%,?,i,1%,44%[activator],-0.4
Cc1nc2ccc(NC(=O)CS(=O)(=O)c3ccccc3)cc2s1,0.5%,6%,-7%,8%,11%,i,-3%,35%[activator],0.1
N#Cc1ccccc1CN1C(=O)c2ccccc2Sc2ccc(C(=O)OCc3ccco3)cc21,3.8%,-9%,-8%,·,·,i,12%,-13%,·
CCN(CC)C(=O)N1CCN(C)CC1,0.1%,-3%,14%,-2%,13µM*,i,16%,-2%&2%,-0.2
Cc1cc(NC(=O)COC(=O)C2CC(=O)N(c3ccc(Cl)cc3)C2)no1 (configuration not stated),-0.5%,0%,3%,7%,-5%,i,-4%,1%,0.0
COc1ccc(-c2csc(NC(=O)C3=NN(c4ccccc4)C(=O)CC3)n2)cc1,-0.7%,-19%,-5%,8%,21µM*,i,?,?,0.5
Cc1ccc(C)c(N(C(=O)c2csnn2)C(C(=O)NC2CCCCC2)c2ccccn2)c1 (configuration not stated),-0.8%,-7%,-17%,2%,6%,i,-9%,2%,-0.9
CCOC(=O)c1csc(N)n1,0.3%,-2%,-1%,8%,-9%,i,4%,12%,0.2
CCOC(=O)/C(C#N)=C/Nc1ccccc1OC,3.7%,-4%,1%,4%,?,i,-1%,65%[activator],-3.2
CCCCCCCCN1C(=O)[C@H](CC(=O)NCCCOCCCC)C[C@@]2(C(=O)OCC)CCCC=C12,3.1%,·,·,-6%,·,?,·,-8%,-0.8

# One compound at a time, as listed above. Screens in order: Nrf2 ARE act | HepG2 viability | TGFb SMAD3 inh | EPAC2 ag | Nrf2 inh | ATXN viability | A549 tox | ATXN2 expr inh | IL2 activator
# Results for Nc1nc(NC(=O)c2cccc(S(=O)(=O)N3CCCCCC3)c2)nc(-c2ccccc2)n1 → 7.6% | -52% | -21% | -2% | ? | i | ? | -17% | 0.2
# Results for Cc1ccc(C)c(N(C(=O)c2csnn2)C(C(=O)NC2CCCCC2)c2ccccn2)c1 (configuration not stated) → -0.8% | -7% | -17% | 2% | 6% | i | -9% | 2% | -0.9

# Arranged by formula weight (rising): part of the list above.
SMILES,Nrf2 ARE act,HepG2 viability,TGFb SMAD3 inh,EPAC2 ag,Nrf2 inh,ATXN viability,A549 tox,ATXN2 expr inh,IL2 activator
CCOC(=O)c1csc(N)n1,0.3%,-2%,-1%,8%,-9%,i,4%,12%,0.2
CCN(CC)C(=O)N1CCN(C)CC1,0.1%,-3%,14%,-2%,13µM*,i,16%,-2%&2%,-0.2
Cc1cc(C)n2nc(-c3ccc(F)cc3)nc2n1,?,-11%,13%,10%,?,i,1%,44%[activator],-0.4
O=C1CC(c2cccc([N+](=O)[O-])c2)c2c(ccc3ccccc23)N1 (configuration not stated),-0.3%,-6%,?,-2%,?,i,-18%,-19%,-2.7
Cc1nc2ccc(NC(=O)CS(=O)(=O)c3ccccc3)cc2s1,0.5%,6%,-7%,8%,11%,i,-3%,35%[activator],0.1
COc1ccccc1OCCC(=O)N1CCN(c2ccccc2OC)CC1,2.6%,-11%,-3%,2%,-2%,i,5%,14%,2.5
Cc1cc(NC(=O)COC(=O)C2CC(=O)N(c3ccc(Cl)cc3)C2)no1 (configuration not stated),-0.5%,0%,3%,7%,-5%,i,-4%,1%,0.0
CCCCCCCCN1C(=O)[C@H](CC(=O)NCCCOCCCC)C[C@@]2(C(=O)OCC)CCCC=C12,3.1%,·,·,-6%,·,?,·,-8%,-0.8
CCN(CC(=O)NCc1ccc(Cl)cc1)C(=O)c1cccc(S(=O)(=O)Nc2ccc(OC)cc2)c1,2.6%,-18%,0%,-7%,?,i,-16%,-5%,-2.7

# Screening results as filed in PubChem.
